Screening data deposited in PubChem BioAssay by National Center for Advancing Translational Sciences (NCATS).
mIDH1 inhibitor: qHTS for Inhibitors of mutant isocitrate dehydrogenase 1 (IDH1): qHTS; Isocitrate dehydrogenase [NADP] cytoplasmic (Homo sapiens), O75874; IDH1-R132H enzyme, NADPH consumption, diaphorase/resazurin fluorescence; Potency, µM (series often up to 76.6 µM), for the others: top-dose activity change, negative = inhibition, actives largely listed as inhibitors; 0.093% of 390,000 active; also: potency is read from the fitted curve at half-maximal effect; % is scaled to controls: 0 for no effect and ±100 for the full control effect; nearly all actives have a fitted effect of over 65% in size
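IDH1-R132H (0.5 ug/mL) preincubated 30 min with compound, then NADPH (0.016 mM) and alpha-KG (2 mM) added; 80 min at RT, pH 7.5. Remaining NADPH coupled via diaphorase/resazurin to fluorescence (540/590 nm); concentration-response curves normalized to no-enzyme control.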
D2 agonist: HTS Assay for Allosteric Agonists of the Human D2 Dopamine Receptor: Primary Screen for Agonists; D(2) dopamine receptor (Homo sapiens), P14416; HEK293 T-REx D2 cells, calcium flux agonist mode; activation, % at 2 µM; 0.53% of 340,000 active; AID 485358, 2010;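 active = activation over 3 SD above normal in the single-dose calcium agonist read, cut at about 30% in these data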; also: 0% is about no effect
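Agonism is scored from calcium flux in a force-coupled, inducible HEK293 cell line expressing D2, read kinetically for 180 s after compound addition against dopamine controls.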
TRHR PAM: qHTS for Small Molecule Agonists and Allosteric Enhancers of Human TRH Receptor: Primary Screen for Enhancers; Thyrotropin-releasing hormone receptor (Homo sapiens), P34981; TRHR cells, fluo-8 calcium fluorescence, EC20 TRH enhancement; enhancement, % at 2 µM; 0.66% of 360,000 active; AID 493056, 2011; in the data active = enhancement above about 30%; also: 0% is about no effect
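TRHR-expressing cells loaded with fluo-8 calcium dye were read kinetically (ex 480/em 530) during compound addition, then stimulated with an EC20 of TRH (10 nM final). Enhancement of the Gq-mediated intracellular calcium response was scored.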
TrxR1 inh: qHTS Assay for Inhibitors of Mammalian Selenoprotein Thioredoxin Reductase 1 (TrxR1): qHTS; Potency, µM (top dose mostly 114 µM), for the others: top-dose activity change, negative = inhibition, usual class: inhibitors; AID 588453, 2011; Thioredoxin reductase 1, cytoplasmic (Rattus norvegicus), O89049; recombinant rTrxR1, NADPH fluorescence consumption, selenite substrate; 1% of 390,000 active; also: potency is read from the fitted curve at half-maximal effect; % is scaled to controls: 0 for no effect and ±100 for the full control effect; nearly all actives have a fitted effect of over 65% in size
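Rat TrxR1 (90 nM in the dispensed reagent) was pre-reduced with 400 uM NADPH for 5 min at room temperature, then incubated with compound for 15 min. After 400 uM selenite was added, NADPH fluorescence (Ex 340/Em 450 nm) was followed for 8 min.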
PI4K2A inh: qHTS for small molecular inhibitors of PI4K2A; Phosphatidylinositol 4-kinase type 2-alpha (Homo sapiens), Q9BTU6; purified PI4K2A, ADP-Glo luminescence, 1 h; stronger effect = lower value; activity change, negative = inhibition, % at 76.9 µM; 0.13% of 420,000 active; in the data active = activity change below about -50%; inconclusive = mostly about -30% to -49%;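 also: -100% = wells without enzyme as full effect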
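Compounds are screened against recombinant PI4K2A using PI as substrate and ATP, the latter dispensed at 300 microM. Reactions run one hour at ambient temperature before ADP-Glo detection; full inhibition defined by wells lacking enzyme.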
TRHR agonist: qHTS for Small Molecule Agonists and Allosteric Enhancers of Human TRH Receptor: Primary Screen for Agonists. Thyrotropin-releasing hormone receptor (Homo sapiens), P34981. TRHR cells, calcium flux fluo-8, FDSS agonist mode. activation, % at 2 µM. 0.18% of 360,000 active. AID 493084, 2011; in the data active = activation above about 30%; also: 0% is about no effect
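Steps: seed TRHR cells overnight; add fluo-8 no-wash Ca dye, RT 30 min–1.5 h; record 10 s baseline; pin-transfer compounds; monitor fluorescence 1 cycle/s for the agonist window. Calcium increases flag candidate agonists.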
D2 antagonist: HTS Assay for Allosteric Antagonists of the Human D2 Dopamine Receptor: Primary Screen for Antagonists; AID 485344, 2010; HEK293 TREx D2 cells, calcium flux, dopamine EC80; D(2) dopamine receptor (Homo sapiens), P14416; inhibition, % at 10 µM; 2% of 340,000 active; in the data active = inhibition above about 30%; also: 0% is about no effect
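Calcium mobilization kinetics were recorded at 1 s intervals in tetracycline-induced HEK293 T-REx D2 cells, first for 180 s after compound addition and then 180 s after EC80 dopamine.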
USP1 inh: Inhibitors of USP1/UAF1: Primary Screen. Ubiquitin carboxyl-terminal hydrolase 1 (Homo sapiens), O94782. recombinant USP1/UAF1, Ub-Rhodamine cleavage fluorescence. Potency, µM (titrated, usually from 57.1 µM), inactives show at the highest dose activity change, negative = inhibition, usual class: inhibitors. 0.23% of 390,000 active; also: potency is read from the fitted curve at half-maximal effect; % is scaled to controls: 0 for no effect and ±100 for the full control effect; nearly all actives have a fitted effect of over 60% in size; inactives centre near -12
Target sequence (O94782 whole entry, looked up): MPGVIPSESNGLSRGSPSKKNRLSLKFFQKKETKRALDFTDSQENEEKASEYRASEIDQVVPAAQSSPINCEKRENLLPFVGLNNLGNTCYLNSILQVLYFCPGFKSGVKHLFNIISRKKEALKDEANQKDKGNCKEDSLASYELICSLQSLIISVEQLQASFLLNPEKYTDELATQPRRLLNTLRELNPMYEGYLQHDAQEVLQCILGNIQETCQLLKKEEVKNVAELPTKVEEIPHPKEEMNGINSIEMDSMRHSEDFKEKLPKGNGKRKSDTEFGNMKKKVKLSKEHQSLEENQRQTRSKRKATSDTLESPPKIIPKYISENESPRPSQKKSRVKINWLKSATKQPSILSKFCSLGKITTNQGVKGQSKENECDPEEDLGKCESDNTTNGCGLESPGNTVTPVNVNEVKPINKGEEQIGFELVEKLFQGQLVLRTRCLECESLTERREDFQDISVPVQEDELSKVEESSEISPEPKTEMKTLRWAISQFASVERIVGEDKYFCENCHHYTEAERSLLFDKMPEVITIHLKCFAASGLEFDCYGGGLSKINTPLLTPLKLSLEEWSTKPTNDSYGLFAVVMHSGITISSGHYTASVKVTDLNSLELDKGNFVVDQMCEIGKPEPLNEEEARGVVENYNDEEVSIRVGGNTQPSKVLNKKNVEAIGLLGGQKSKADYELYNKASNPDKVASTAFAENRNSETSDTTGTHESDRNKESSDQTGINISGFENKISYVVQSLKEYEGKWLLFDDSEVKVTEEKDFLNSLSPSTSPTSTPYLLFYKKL
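1 nM enzyme complex + cpd, 15 min RT; start with Ub-Rho 150nM final; kinetic fluorescence ex 480/em 540, 6 reads q60 s. Buffer 50mM HEPES pH 7.8, 0.5mM EDTA, 0.1 mg/ml BSA, 1mM TCEP, 0.01% Tween-20.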
TrxR1 substrate: qHTS Assay for Substrates of Mammalian Selenoprotein Thioredoxin Reductase 1 (TrxR1): qHTS; Thioredoxin reductase 1, cytoplasmic (Rattus norvegicus), O89049; purified TrxR1 substrate turnover, NADPH consumption readout; Potency, µM (highest dose often 114 µM), for inactives: at the highest dose activity change, negative = substrate turnover; 0.01% of 390,000 active; also: potency is read from the fitted curve at half-maximal effect; % is scaled to controls: 0 for no effect and ±100 for the full control effect; nearly all actives have a fitted effect of over 50% in size
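Rat TrxR1, dispensed at 90 nM, was prereduced with 400 uM NADPH (final) for 5 min at ~22 deg C, then incubated with compound 15 min before 400 uM selenite. A first-read NADPH fluorescence drop versus no-compound background flagged substrates.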
* hit, by the source's call; ? = inconclusive; · = not tested or not shown; & = joins results of further samples; [ ] = another dose, or the depositor's remark. Unless noted, calls follow the shape of the dose curve; as a rule, active = well fitted inhibition curve with a large enough effect; inconclusive = small, poorly fitted or top-dose-only effect; inactive = no such curve, though single readings can be large or run the other way.

SMILES	mIDH1 inhibitor	D2 agonist	TRHR PAM	TrxR1 inh	PI4K2A inh	TRHR agonist	D2 antagonist	USP1 inh	TrxR1 substrate
Cc1ccccc1OCC(=O)OCC(=O)Nc1ccc2c(c1)OCO2	9%	·	·	4%	3	·	·	-19%	2%
CCOC(=O)CN1C(=O)N[C@@H](c2ccccc2)[C@H](C(C)=O)[C@H]1C	-1%	·	·	4%[57.1 µM]	-2	·	·	-8%	-5%
COc1ccc(NC(=O)CCCc2nc3ccccc3c(=O)[nH]2)cc1Cl	7%	·	·	9%	11	·	·	0%	3%
CS(=O)(=O)N(CC(=O)N1CCN(c2ccccc2F)CC1)c1cccc(C(F)(F)F)c1	0%	3.0	-1	17%	1	0.1	-4	-15%	0%
COC(=O)c1cccc(NC(=O)COc2cccc([N+](=O)[O-])c2)c1	-2%	·	-6	12%	0	0.6	·	0%	-5%
CC1(C)C(c2cccs2)=[N+]([O-])C2(CCCCC2=O)N1O (configuration not stated)	8%	-0.5	29	24%[11.4 µM]	0	-0.5	2	-21%	7%[11.4 µM]
Cc1cccc(N2N=C(C(=O)O)CCC2=O)c1	-5%	-1.3	-2	15%	-2	-0.1	-18	-4%	0%
CCN(CC(=O)Nc1ccccc1OC)C(=O)CN1C(=O)NC2(CCCC2)C1=O	-5%	-1.4	1	7%	-1	0.0	-5	-11%	-1%
COc1cc(CNCCN2CCOCC2)ccc1OCc1ccccc1Cl	0%	0.4	2	-9%	-1	0.3	-11	-2%	-3%
O=C(N/N=C/c1ccc(Cl)cc1)c1ccc2c(c1)OCO2	-11%	2.0	-5	4%	-5	0.4	-16	-1%	-3%
COc1ccc(S(=O)(=O)N2CCc3ccccc32)cc1C(=O)N1CCOCC1	-10%	0.0	-3	7%[57.1 µM]	0	0.7	-3	-10%	2%[57.1 µM]
CCCc1cc(=O)oc2c3c(cc(OCC(=O)NCC4CCC(C(=O)O)CC4)c12)OC(C)(C)CC3 (configuration not stated)	-26%	0.0	-1	-34%	-2	-0.2	-6	-33%	657%[activator]
CC(=O)Nc1ccc(S(=O)(=O)N(C)CC(=O)N/N=C/c2ccncc2)cc1	8%	-2.2	3	?	-4	-0.9	-12	3%	-5%
COCC(=O)Oc1c(S(=O)(=O)c2ccccc2)c(C)nn1C(C)(C)C	-2%	1.4	-1	9%	-1	0.5	-3	-5%	-2%
O=C(Cn1cnc2sc(-c3ccccc3)cc2c1=O)NCc1ccco1	-4%	0.2	1	?	?	-2.4	4	-8%	5%[57.1 µM]
CC(=O)c1ccc(NC(=O)c2sc(-n3nc(C)c(Cc4ccccc4)c3C)nc2C)cc1	-9%	1.9	1	26%	1	0.4	·	2%	7%
Cc1cn2c(=O)cc(COc3ccccc3NC(=O)c3ccco3)nc2s1	0%	-0.2	5	10%	0	0.5	·	-9%	1%
CNC(=O)N(c1ccccc1)c1ccccc1	-1%	·	0	0%	-19	-0.3	·	-13%	-3%
CC(Oc1ccc(Cl)cc1Cl)C(=O)Nc1ccc2oc(-c3ccncc3)nc2c1 (configuration not stated)	-4%	-0.7	5	45%[activator]	3	1.2	3	-6%	71%[activator]
Cc1c(C(=O)NCCCN2CCCCC2)oc2ccc3c(c12)C(O)CC1(CCCCC1)O3 (configuration not stated)	1%	·	1	-16%	-4	1.1	·	-16%	-3%
Cc1cc(C)nc(N/N=C/C2=C(N3CCOCC3)C(=C/c3ccccc3)/CC2)n1	29µM*	2.0	-2	-25%	8	-0.7	-3	-12%	-14%
COc1cccc(CN(C)C(=O)CC23CC4CC(CC(C4)C2)C3)c1OC	3%	0.5	0	10%[57.1 µM]	1	0.0	-11	-20%	-5%
CC(CCc1ccccc1)NC(=O)CCNS(=O)(=O)c1ccccc1C(F)(F)F (configuration not stated)	2%	-0.5	3	6%	-4	0.3	0	-9%	-5%
C/C(CC(=O)Nc1ccc(C)c(Cl)c1)=N\NC(=O)c1ccco1	4%	0.3	-3	-12%[57.1 µM]	-4	0.4	-28	-26%	0%[57.1 µM]
CC(C)(C)NCC(O)CON=C1c2ccccc2-c2ccccc21 (configuration not stated)	9%	0.2	4	28%[57.1 µM]	1	0.9	13	-20%	9%[57.1 µM]

Other structures
SMILES	mIDH1 inhibitor	D2 agonist	TRHR PAM	TrxR1 inh	PI4K2A inh	TRHR agonist	D2 antagonist	USP1 inh	TrxR1 substrate
CCC(=O)N1CCc2cc(S(=O)(=O)NCCC(=O)NCc3ccc(OC)cc3)ccc21	27%	-0.9	6	23%	3	0.4	·	-21%	4%
O=C1CC(Nc2ccccc2)C(=O)N1c1ccc(N2CCOCC2)cc1 (configuration not stated)	6%	0.1	-5	-1%	3	-0.3	17	5%	3%
COc1nnc(-c2ccc(N3CCCCC3)c(NC(=O)c3ccccc3)c2)c2ccccc12	2%	-0.6	3	22%	-2	-0.7	·	-31%	2%
Cc1ccc(C(=O)N2CC(C)SC2=Nc2cccc(S(=O)(=O)N(C)C)c2)cc1 (configuration not stated)	10%	-2.3	-2	7%[57.1 µM]	-2	0.0	2	-5%	4%[57.1 µM]
CCOc1ccc(S(=O)(=O)N(C(=O)c2ccncc2)c2ccc3oc(C)c(C(=O)OC)c3c2)cc1	19%	-0.4	-6	11%	3	0.4	·	-25%	3%
O=C(CN(c1ccc(Cl)c(C(F)(F)F)c1)S(=O)(=O)c1ccccc1)N/N=C/c1cccc2c1OCCO2	-1%	3.9	2	16%	0	1.4	-11	-10%	8%
Cc1cc(C(=O)CCC(=O)Nc2ncccc2C)c(C)s1	3%	-0.9	2	-13%	-4	0.6	0	-12%	8%
Cc1cc2c(cc1S(=O)(=O)CCC(=O)NCc1ccccc1)OCC(=O)N2	9%&11%	0.6&-1.3	1&10	11%[57.1 µM]	1&-11	0.3&-0.2	1	-14%&-22%	13%[57.1 µM]
COc1ccc(Cn2cc(S(=O)(=O)c3ccc(C)cc3)c(=O)c3cc(F)ccc32)cc1	-5%	·	-6	10%	-1	0.4	·	-7%	-1%
COc1ccc(Cc2nc3ccc(C(=O)NCCn4cccn4)cc3o2)cc1	1%	0.7	-3	-6%	-2	0.3	0	-11%	-11%
COc1cccc(-c2c(C(=O)N/N=C/c3sccc3C)nnn2-c2nonc2N)c1	35%[activator]	0.5	20	15%	-5	0.5	12	-25%	-6%
COc1ccc2oc(C(=O)OCC(=O)N(CC(C)C)c3c(N)n(Cc4ccccc4)c(=O)[nH]c3=O)c(C)c2c1	-6%	1.1	2	2%	3	0.0	-27	-10%	33%
O=C(Cc1ccc(F)cc1)Nc1c2c(nn1-c1cccc(Cl)c1)CS(=O)C2 (configuration not stated)	8%	0.4	-11	18%[11.4 µM]	2	0.3	5	-12%	9%[57.1 µM]
CCOc1ccc(CNCc2c(C(=O)O)n(Cc3ccc(C)cc3)c3cc(C)ccc23)cc1	-10%	-1.4	2	6%	16	0.1	·	-21%	-8%
CCOC(=O)N1CCN(C(=O)/C=C/c2ccc([N+](=O)[O-])cc2)CC1	4%	-0.4	-6	-1%	-3	0.3	2	4%	-13%
CCCC(C)C(=O)Nc1ccc(S(=O)(=O)Nc2nccs2)cc1 (configuration not stated)	9%	0.0	-2	6%[57.1 µM]	3	0.1	-8	5%	5%[57.1 µM]
O=C(c1ccco1)n1nc(-c2ccccc2)nc1NCc1ccccc1Cl	0%	-0.4	7	11%	-3	1.1	·	-15%	17%
COc1ccc(CCNC(=O)C2CCN(S(=O)(=O)c3cccc4nonc34)CC2)cc1OC	-3%	0.1	-3	-15%[57.1 µM]	-1	-0.2	4	6%	0%[57.1 µM]
COc1ccc(OC)c(-n2nnnc2SCC(=O)Nc2cc(C)ccc2OC)c1	5%	-1.4	-8	17%	3	0.0	-5	-17%	2%
O=S(=O)(Nc1cc(S(=O)(=O)N2CCOCC2)ccc1Cl)c1ccccc1	-3%	·	·	-7%	3	·	·	-11%	-4%
C=CCn1c(=NC(=O)CC)n(C)c2ccccc21	2%	1.0	-1	5%	1	0.4	-6	2%	-1%
Cc1ccc(CNC(=O)Cn2ccc3cc(S(=O)(=O)N4CCCCCC4)ccc32)cc1	-8%	0.4	0	-1%	-3	0.2	-2	-11%	-2%
COC(=O)C1C(=O)c2c([nH]c(C(=O)OCCSC)c2C)CC1C (configuration not stated)	-16%	-1.1	6	-3%[57.1 µM]	2	-0.6	-13	-6%	7%[57.1 µM]
CCc1cccc(C)c1NC(=S)N(CCOC)C(C)c1ccco1 (configuration not stated)	3%	0.5	-2	0%	8	-0.7	-12	-7%	-1%

Part of the list above, limited to TrxR1 substrate, D2 antagonist and mIDH1 inhibitor:
Compound	TrxR1 substrate	D2 antagonist	mIDH1 inhibitor
CCC(=O)N1CCc2cc(S(=O)(=O)NCCC(=O)NCc3ccc(OC)cc3)ccc21	4%	·	27%
O=C1CC(Nc2ccccc2)C(=O)N1c1ccc(N2CCOCC2)cc1 (configuration not stated)	3%	17	6%
COc1nnc(-c2ccc(N3CCCCC3)c(NC(=O)c3ccccc3)c2)c2ccccc12	2%	·	2%
